VP16 counter: counter-screen for ROR gamma inhibitors: Gal4-VP16 reporter | Drosophila S2 Gal4-VP16 UAS-luciferase, luminescence, 20 h | Potency, µM (series often up to 53.6 µM), for inactives: top-dose activity, negative = inhibition, usual class: inhibitors | actives 3.5% (n = 310,000) | AID 2546;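 further: Gal4-VP16 expression switched on by copper sulfate through the metallothionein promoter; potency means the concentration at half of the fitted maximal effect; on the % scale 0 is the no-effect control and ±100 the full control effect; nearly all actives have a fitted effect of over 50% in size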
RORg inh: inhibitors of mouse ROR gamma transcriptional activity | P51450 | Drosophila S2 Gal4-RORgamma UAS-luciferase reporter, 20 h | Potency, µM (highest dose often 53.6 µM), for inactives: at the highest dose activity change, negative = inhibition, most hits filed as inhibitors | actives 5.4% (n = 310,000) | AID 2551; further: potency means the concentration at half of the fitted maximal effect; on the % scale 0 is the no-effect control and ±100 the full control effect; nearly all actives have a fitted effect of over 60% in size
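A Gal4/UAS one-hybrid system in insect cells: metallothionein-promoter Gal4–ROR gamma fusion plus Photinus luciferase reporter. Copper sulfate 700 uM final, 20 hr ambient incubation, luminescent detection after 10 min with reagent.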
NPC1 promoter act: NPC1 promoter activation | Potency, µM (highest dose often 9.22 µM), for inactives: at the top dose activation, most hits filed as activators | Huh7 NPC1 promoter luciferase reporter, 24 h | AID 485313 | actives 2.4% (n = 320,000);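 further: potency means the concentration at half of the fitted maximal effect; % of control where 0% means no effect; nearly all actives have a fitted effect of over 60% in size; reporter is driven by a mutant NPC1 promoter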
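Compounds in DMSO were transferred onto Huh7 NPC1-luciferase reporter cells pre-incubated 2 h; after 24 h at 37 °C, Amplite reagent was dispensed and luminescence recorded 10 min later.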
Menin-MLL TR inh: menin-MLL binding inhibition, Texas Red mutant peptide; Potency, µM (highest dose often 61.6 µM), inactives show at the top dose FP activity change, negative = inhibition, usual class: inhibitors; actives 0.23% (n = 270,000); Menin + Texas Red MLL mutant peptide, fluorescence polarization; O00255; active means well fitted inhibition curve with a large enough effect in the polarisation, with a control signal flat, not every such curve was filed as active; inconclusive means small, poorly fitted or top-dose-only effect, or effect the other way, or a change in a side signal; inactive means no such curve, though single readings can be large or run the other way; the % refers to the polarisation; further: potency means the concentration at half of the fitted maximal effect; % of control where 0% means no effect; many of its hits are not listed in these tables
Mito fusion act: inhibitors of mitochondrial division or activators of mitochondrial fusion. Potency, µM (top dose mostly 46.1 µM), for inactives: at the highest dose growth rescue (activation), hits mostly activators. S. cerevisiae fusion-defective mutant growth rescue, CellTiterGlo 48 h. actives 0.23% (n = 320,000);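 further: potency means the concentration at half of the fitted maximal effect; % of control where 0% means no effect; nearly all actives have a fitted effect of over 45% in size; temperature-sensitive fusion mutants such as fzo1-1 at 37 °C on non-fermentable ethanol glycerol medium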
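Luminescent cell viability in 1536-well qHTS format served as the measure of rescued growth in ts fusion-mutant S. cerevisiae cultured on non-fermentable YPEG for 48 hours at 37C.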
ELG1 repair inh: blocks ELG1-dependent DNA repair in HEK293T cells; Potency, µM (doses to about 46.1 µM), for the others: at the top dose activity change, negative = inhibition, most hits filed as inhibitors; HEK293T ELG1-luciferase reporter, luminescence, 16 h; DNA damage induced by 5-fluorouridine; actives 2.3% (n = 330,000); AID 504467; further: potency means the concentration at half of the fitted maximal effect; on the % scale 0 is the no-effect control and ±100 the full control effect; nearly all actives have a fitted effect of over 55% in size
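5-Fluorouridine DNA damage + compound/DMSO, 2,000 cells/well, 16 h, 37 °C/5% CO2. ONE-Glo, 30 min RT, luminescence. Readout = decrease in reporter signal.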
KCNH2 3.1 inh: blocks the human KCNH2 3.1 channel isoform; U2OS KCNH2 3.1, thallium flux FluxOr; stronger effect = lower value; actives 0.95% (n = 340,000); activity change, % (tested at about 1.8 µM);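 active means maximum activity change below -70%; inconclusive means maximum activity change from -70% to -50%; inactive means maximum activity change above -50%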;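 further: thallium influx rate constant from kinetic fluorescence after stimulation buffer; on the % scale 0 is the no-effect control and ±100 the full control effect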
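U2OS cells transduced with KCNH2 3.1 mutant virus (1.77 x 10^8 /mL, 4 h), plated overnight at 37 C, loaded 45 min with FluxOr dye plus Red40 quencher. Thallium flux rate constant from kinetic reads after stimulation buffer, normalised to controls.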
MBNL1-CUG inh: inhibitors of human MBNL1 binding to CUG repeat RNA; AID 2675; Q9NR56; Potency, µM (titrated, usually from 57.5 µM), without a hit: top-dose activity change, negative = inhibition, most hits filed as inhibitors; TR-FRET MBNL1-His/biotin-(CUG)12 binding, 665/545 ratio; actives 0.036% (n = 280,000); active means well fitted inhibition curve with a large enough effect in the signal ratio, with a control signal flat, not every such curve was filed as active; inconclusive means small, poorly fitted or top-dose-only effect, or effect the other way, or a change in a side signal; inactive means no such curve, though single readings can be large or run the other way; the % refers to the signal ratio; further: potency means the concentration at half of the fitted maximal effect; on the % scale 0 is the no-effect control and ±100 the full control effect
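TR-FRET between His-tagged MBNL1 and biotin-(CUG)12 RNA, detected with Tb anti-His antibody (0.055 ng/ul) and streptavidin-XL665 (5 nM), 60 min at room temperature. Compounds titrated 92 nM to 58 uM; 665/545 nm ratio normalized to buffer and complex controls.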
Rab9 prom act: activates the Rab9 promoter | actives 2.8% (n = 320,000) | Potency, µM (series often up to 9.22 µM), for inactives: top-dose activation, negative = inhibition, hits mostly activators | Huh7 Rab9 promoter-luciferase reporter, luminescence, 24 h | AID 485297; further: potency means the concentration at half of the fitted maximal effect; % of control where 0% means no effect; nearly all actives have a fitted effect of over 60% in size
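Huh7 cells stably carrying Rab9 promoter–luciferase reporter, plated 1500 cells/well, compound added after 2 h and incubated 24 h at 37 °C; luciferase luminescence then read after 10 min with detection reagent.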
PKM2 activator: PKM2 (human) enzyme activation. P14618. purified PKM2, Kinase-Glo ATP luminescence, activation; response scale: 0% is enzyme alone, no compound. Potency, µM (top dose mostly 57.5 µM), for inactives: at the highest dose activation, most hits filed as activators. actives 0.34% (n = 260,000). AID 1631; further: potency means the concentration at half of the fitted maximal effect; on the % scale 0 is the no-effect control and ±100 the full control effect; nearly all actives have a fitted effect of over 55% in size
Target sequence (P14618 whole entry, looked up): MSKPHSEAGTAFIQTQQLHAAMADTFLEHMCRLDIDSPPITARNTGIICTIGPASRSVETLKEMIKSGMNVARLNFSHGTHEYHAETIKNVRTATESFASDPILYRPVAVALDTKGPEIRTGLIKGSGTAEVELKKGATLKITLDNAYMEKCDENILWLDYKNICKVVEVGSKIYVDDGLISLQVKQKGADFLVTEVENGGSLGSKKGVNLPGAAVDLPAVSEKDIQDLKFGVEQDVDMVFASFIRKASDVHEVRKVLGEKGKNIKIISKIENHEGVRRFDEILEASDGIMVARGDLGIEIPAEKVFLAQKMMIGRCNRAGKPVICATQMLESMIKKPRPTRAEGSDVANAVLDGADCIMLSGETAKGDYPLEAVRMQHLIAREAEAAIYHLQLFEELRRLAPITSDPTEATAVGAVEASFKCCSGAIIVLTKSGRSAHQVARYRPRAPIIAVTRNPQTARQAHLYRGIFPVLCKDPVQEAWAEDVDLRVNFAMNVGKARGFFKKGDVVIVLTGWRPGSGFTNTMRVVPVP
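ATP formation by purified human PK-M2, quantified via coupled luciferase luminescence after 1 h at room temperature with 0.1 mM ADP and 0.5 mM PEP final.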
FLuc modulator: firefly luciferase modulation, counter-screen for miR-21 project | Potency, µM (doses to about 57.5 µM), for the others: at the top dose activity change, negative = inhibition, actives largely listed as inhibitors | P08659 | purified FLuc, Km substrates, luminescence inhibition | actives 6.9% (n = 360,000) | AID 588342;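 further: potency means the concentration at half of the fitted maximal effect; plate controls were vehicle for no effect and reference inhibitor for full effect; nearly all actives have a fitted effect of over 55% in size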
Target sequence (P08659 whole entry, looked up): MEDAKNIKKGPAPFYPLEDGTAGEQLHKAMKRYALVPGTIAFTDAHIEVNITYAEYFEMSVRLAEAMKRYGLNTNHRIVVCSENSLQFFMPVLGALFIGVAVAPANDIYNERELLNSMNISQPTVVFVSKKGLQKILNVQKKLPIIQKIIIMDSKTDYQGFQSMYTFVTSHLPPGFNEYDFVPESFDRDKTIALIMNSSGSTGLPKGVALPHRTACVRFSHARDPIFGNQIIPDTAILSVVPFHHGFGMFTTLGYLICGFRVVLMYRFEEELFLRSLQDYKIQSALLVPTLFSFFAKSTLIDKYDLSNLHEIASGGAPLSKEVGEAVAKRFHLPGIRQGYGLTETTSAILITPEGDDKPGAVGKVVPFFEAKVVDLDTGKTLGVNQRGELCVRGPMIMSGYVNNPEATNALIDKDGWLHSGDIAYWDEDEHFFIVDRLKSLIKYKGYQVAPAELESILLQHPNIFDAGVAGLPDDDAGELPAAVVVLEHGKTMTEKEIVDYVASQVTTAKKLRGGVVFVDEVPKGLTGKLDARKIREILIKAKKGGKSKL
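Biochemical qHTS of compounds, final roughly 60 µM downward over six points, against 10 nM purified firefly luciferase using Km concentrations of substrates (10 uM D-luciferin, 10 uM ATP) in Tris acetate pH 7.5 buffer; luminescence output.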
An asterisk follows results filed as active; [ ] = dose if it differs, or a comment. Unless noted, the call rests on the fitted dose curve; in most records, active means well fitted curve in the direction sought with a large enough effect; inconclusive means small, poorly fitted or top-dose-only effect, or another doubt; inactive means no such curve, though single readings can be large; an effect the other way counts as inactive or inconclusive. An excerpt, so the mix of outcomes need not match the whole.

CC(C)(C)Nc1nc(Cl)nc(Nc2ccccc2)n1 was read as VP16 counter -6%, RORg inh inconclusive, NPC1 promoter act inconclusive, Menin-MLL TR inh -6%, Mito fusion act -1%, ELG1 repair inh inconclusive, KCNH2 3.1 inh -28, MBNL1-CUG inh -11%, Rab9 prom act inconclusive, PKM2 activator 1%[11.5 µM] and FLuc modulator 7.6µM*.
For COc1ccc(NC(=O)CN(C)C(=O)c2ccc(NS(=O)(=O)c3ccc4[nH]c(=O)[nH]c4c3)cc2)cc1 the results were NPC1 promoter act -3%, Mito fusion act -1%, ELG1 repair inh inconclusive, KCNH2 3.1 inh 11, Rab9 prom act -6% and FLuc modulator 4%.
`Cc1cccc(-c2nnc(SCC(=O)NC3CCCC3)o2)c1` gave VP16 counter -4%, RORg inh 8%, NPC1 promoter act 9%, Menin-MLL TR inh 1%, Mito fusion act 3%, ELG1 repair inh inconclusive, KCNH2 3.1 inh 12, MBNL1-CUG inh -6%, Rab9 prom act 16%, PKM2 activator -2% and FLuc modulator -1%.
`CCOC(=O)C1CCCN(Cc2cc(Br)ccc2OC)C1` (centres undefined) gave VP16 counter -1%, RORg inh -2%, NPC1 promoter act 9%, Menin-MLL TR inh inconclusive, Mito fusion act 6%, ELG1 repair inh 14%, KCNH2 3.1 inh 1, MBNL1-CUG inh -10%, Rab9 prom act -3%, PKM2 activator -2% and FLuc modulator 0%.
Screening O=C(NCCc1ccc(Cl)cc1)c1ccc2c(c1)OCO2 returned VP16 counter inconclusive, RORg inh 0%, NPC1 promoter act 1.8µM*, Menin-MLL TR inh -7%, Mito fusion act 2%, ELG1 repair inh inconclusive, KCNH2 3.1 inh -4, MBNL1-CUG inh 6%, Rab9 prom act 1.8µM*, PKM2 activator -5% and FLuc modulator 12µM*.
`COc1ccc(-c2cnc(N)nc2-c2ccc(OCc3ccccc3)cc2O)cc1` gave VP16 counter -13%, RORg inh inconclusive, NPC1 promoter act -5%, Mito fusion act 3%, ELG1 repair inh inconclusive, KCNH2 3.1 inh -6, MBNL1-CUG inh 3%, Rab9 prom act -10%, PKM2 activator -2% and FLuc modulator 0%.
Screening Cc1ccc2c(c1)N(CCCC(=O)NCC1COc3ccccc3O1)C(=O)CO2 (centres undefined) returned VP16 counter -14%, RORg inh inconclusive, NPC1 promoter act -4%, Menin-MLL TR inh -20%, Mito fusion act 4%, ELG1 repair inh 7%, KCNH2 3.1 inh 2, MBNL1-CUG inh -3%, Rab9 prom act 2%, PKM2 activator 2% and FLuc modulator 6%.
For CC(C)c1ccc(/C=C2\CC/C(=C\C=N\N(C)C)C2=O)cc1 the results were VP16 counter inconclusive, RORg inh inconclusive, NPC1 promoter act inconclusive, Menin-MLL TR inh -27%, Mito fusion act 4%, ELG1 repair inh inconclusive, KCNH2 3.1 inh -1, MBNL1-CUG inh 0%, Rab9 prom act inconclusive, PKM2 activator -7% and FLuc modulator 2.4µM*.
`CC(C)(C)n1nnnc1C(c1cccs1)N(Cc1cccnc1)CC1CCCO1` (centres undefined) gave VP16 counter inconclusive, RORg inh -29%, NPC1 promoter act -6%, Menin-MLL TR inh 5%, Mito fusion act 2%, ELG1 repair inh 2%, KCNH2 3.1 inh -3, MBNL1-CUG inh -5%, Rab9 prom act 0%, PKM2 activator -9% and FLuc modulator 8%.
CCOc1ccccc1N1CC(C(=O)Nc2ccc(C(=O)O)cc2)CC1=O (centres undefined) was read as VP16 counter 0%, RORg inh -13%, NPC1 promoter act -5%, Menin-MLL TR inh 4%, Mito fusion act 0%, ELG1 repair inh inconclusive, KCNH2 3.1 inh -3, MBNL1-CUG inh 4%, Rab9 prom act -8%, PKM2 activator 5% and FLuc modulator 8%.
For CCCCC(=O)Nc1nnc(CCc2ccccc2)s1 the results were VP16 counter -14%, RORg inh -43%, NPC1 promoter act 2%, Menin-MLL TR inh -5%, Mito fusion act -10%, ELG1 repair inh 12%, KCNH2 3.1 inh 6, MBNL1-CUG inh 2%, Rab9 prom act 7%, PKM2 activator -1%[11.5 µM] and FLuc modulator 0%.
Screening Cc1ccc(CS(=O)Cc2ccc(C(=O)NCc3ccccc3)o2)cc1 (centres undefined) returned VP16 counter 1%, RORg inh 12%, NPC1 promoter act -4%, Menin-MLL TR inh -10%, Mito fusion act -12%, ELG1 repair inh 1%, KCNH2 3.1 inh 9, MBNL1-CUG inh -3%, Rab9 prom act 0% and FLuc modulator -1%.
`CCn1c(CSc2ncn[nH]2)nc2cc(C(=O)O)ccc21` gave VP16 counter 2%, RORg inh -4%, NPC1 promoter act 5%, Mito fusion act -6%, ELG1 repair inh -5%, KCNH2 3.1 inh -9, MBNL1-CUG inh inconclusive, Rab9 prom act 9%, PKM2 activator -23% and FLuc modulator -3%.
CC(C)c1cc(C(=O)N2CCCC(CCC(=O)NCc3ccccc3F)C2)n(C)n1 (centres undefined) was read as VP16 counter inconclusive, RORg inh 10%, NPC1 promoter act -13%, Menin-MLL TR inh 17%, Mito fusion act 1%, ELG1 repair inh inconclusive, KCNH2 3.1 inh -4, MBNL1-CUG inh -4%, Rab9 prom act -14%, PKM2 activator 13% and FLuc modulator 6%.
For Cc1ccccc1-n1c(=O)n(Cc2ccccc2)c(=O)c2[nH]cnc21 the results were VP16 counter 13%, RORg inh 0.28µM*, NPC1 promoter act 2%, Mito fusion act -3%, ELG1 repair inh -1%, KCNH2 3.1 inh -8, MBNL1-CUG inh 5%, Rab9 prom act 10%, PKM2 activator 5% and FLuc modulator 5%.
`COc1ccc(NC(C)=O)cc1NC(C)C(=O)Nc1cccc2ccccc12` (centres undefined) gave VP16 counter -5%, RORg inh 11%, NPC1 promoter act -2%, Menin-MLL TR inh 0%, Mito fusion act -1%, ELG1 repair inh -2%, KCNH2 3.1 inh -3, MBNL1-CUG inh 0%, Rab9 prom act -5%, PKM2 activator 0% and FLuc modulator -3%.
For Cc1ccc(OCCn2c(=O)cnc3ccccc32)cc1 the results were VP16 counter -12%, RORg inh 37%, NPC1 promoter act -1%, Menin-MLL TR inh 1%, Mito fusion act 3%, ELG1 repair inh -16%, KCNH2 3.1 inh -11, MBNL1-CUG inh 20%, Rab9 prom act -4%, PKM2 activator 9% and FLuc modulator -14%.
O=C(NNC(=O)c1ccc(=O)[nH]c1)c1ccc(NS(=O)(=O)c2cccs2)cc1 was read as NPC1 promoter act -1%, Mito fusion act 1%, ELG1 repair inh 30%, KCNH2 3.1 inh 1, Rab9 prom act 0% and FLuc modulator 5%.
Screening O=C(Nc1cccc(O)c1)c1cc(-c2ccco2)on1 returned VP16 counter inconclusive, RORg inh 13µM*, NPC1 promoter act -2%, Menin-MLL TR inh 23%, Mito fusion act 4%, ELG1 repair inh inconclusive, KCNH2 3.1 inh -8, MBNL1-CUG inh 0%, Rab9 prom act 1%, PKM2 activator -12% and FLuc modulator 0.95µM*.
For O=S(=O)(N1CCCCC1)n1c(Cc2ccccc2)nc2ccccc21 the results were VP16 counter 10%, RORg inh -4%, NPC1 promoter act -1%, Menin-MLL TR inh 18%, Mito fusion act 16%, ELG1 repair inh -8%, KCNH2 3.1 inh 0, MBNL1-CUG inh 0%, Rab9 prom act -3%, PKM2 activator 4% and FLuc modulator 4%.
`O=C(CSc1nnc(Cc2ccsc2)o1)c1ccccc1` gave VP16 counter inconclusive, RORg inh inconclusive, NPC1 promoter act 23%, Mito fusion act 5%, ELG1 repair inh 20%, KCNH2 3.1 inh 4, MBNL1-CUG inh -5%, Rab9 prom act 15%, PKM2 activator 14% and FLuc modulator inconclusive.
CC(Sc1nnc(-c2cccs2)n1-c1ccccc1)C(=O)NCc1ccc2c(c1)OCO2 (centres undefined) was read as VP16 counter 0%, RORg inh 15%, NPC1 promoter act -1%, Menin-MLL TR inh -11%, Mito fusion act 3%, ELG1 repair inh inconclusive, KCNH2 3.1 inh 24, MBNL1-CUG inh -1%, Rab9 prom act -3%, PKM2 activator 0% and FLuc modulator 2%.
Screening Cc1ccc(NC(=O)CSCC(=O)N2CCCc3ccccc32)cc1 returned NPC1 promoter act -2%, Mito fusion act 6%, ELG1 repair inh inconclusive, KCNH2 3.1 inh 0, Rab9 prom act 1% and FLuc modulator -19%.

Assay outcomes: PubChem BioAssay, National Center for Advancing Translational Sciences (NCATS)
